HCV inh = qHTS Assay for Inhibitors of Hepatitis C Virus (HCV); Huh7.5.1 HCVcc-Cre infection, luciferase reporter, 44 h; 340,000 compounds, 3.4% hits; Potency, µM (top dose mostly 41.8 µM), for the others: top-dose activity change, negative = inhibition, most hits filed as inhibitors
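Infectious HCV cell culture screen: compound-treated cells (1,000/well, pre-plated 4 h) are infected with HCVcc-Cre at roughly 0.5 moi and grown 44 h. Infection is quantified by luciferase signal after 15 min substrate incubation at room temperature.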
Tb PYK inh = qHTS of Trypanosoma Brucei Inhibitors. pyruvate kinase (Trypanosoma brucei), Q57TT1. 410,000 compounds, 0.12% hits. TbPYK enzyme, Kinase-Glo Plus ATP luminescence, 45 min. AID 624173, 2012. Potency, µM (series often up to 76.8 µM), inactives show at the highest dose activity, negative = inhibition, usual class: inhibitors; note: nearly all actives have a fitted effect of over 50% in size
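Enzyme and substrate buffer are dispensed first and compound is pin-transferred. ADP at 130 uM final then starts the reaction, which runs 45 min at room temperature. Detection reagent is added for 10 min before luminescence is imaged.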
An asterisk follows results filed as active; ? = inconclusive; [ ] = dose if it differs, or a comment. Calls come from the whole dose curve; as a rule, active = well fitted curve in the direction sought with a large enough effect; inconclusive = small, poorly fitted or top-dose-only effect, or another doubt; inactive = no such curve, though single readings can be large; an effect the other way counts as inactive or inconclusive. % is set by controls: 0 for no effect and ±100 for the full control effect; potency is the fitted concentration of half-maximal effect.

structure: C[C@H](CO)N1C[C@H](C)[C@@H](CN(C)Cc2ccc(-c3ccccc3)cc2)Oc2ccc(NC(=O)Cn3cnnn3)cc2C1=O
  HCV inh = ?; Tb PYK inh = 1.4%
structure: CCN1C(=O)[C@H]2[C@H]3CN=C(SCC(=O)c4ccccc4)N3[C@@](CC)(C(=O)OC)[C@H]2C1=O
  HCV inh = -19.3%[8.37 µM]; Tb PYK inh = -2.0%
structure: N#Cc1ccc(C(=O)N2CCC3CC2c2cc(-c4ccc(F)cc4)ccc23)cc1 (stereo unspecified)
  HCV inh = 35.5µM*; Tb PYK inh = 4.5%
structure: CC(=O)C[C@@H](O)CC(=O)[C@@H]1OC(=O)CCCCCCc2ccccc21
  HCV inh = 0.3%; Tb PYK inh = -0.3%
structure: OCC1=C[C@@H](O)[C@@H]2C=CO[C@@H](O[C@@H]3O[C@H](CO)[C@@H](O)[C@H](O)[C@H]3O)[C@H]12
  HCV inh = 51.3%; Tb PYK inh = 5.7%
structure: CCOc1ccc(S(=O)(=O)N2CCN(C(=O)c3oc4ccccc4c3C)CC2)cc1
  HCV inh = -5.9%; Tb PYK inh = -5.2%
structure: C=CCNC(=O)c1ccc(-c2nc3ccccc3nc2-c2ccccc2)cc1
  HCV inh = ?; Tb PYK inh = 0.9%
structure: C[C@H](CO)N1C[C@H](C)[C@@H](CN(C)C(=O)NC2CCCCC2)Oc2c(NS(=O)(=O)c3ccc(F)cc3)cccc2C1=O
  HCV inh = 14.8%; Tb PYK inh = -5.2%
structure: CC(=O)Nc1ccc(S(=O)(=O)NN=Cc2ccc(Cl)c(Cl)c2)cc1
  HCV inh = -13.2%; Tb PYK inh = -4.8%
structure: CC[C@@]1(C(=O)OC)N[C@H](CN(C)S(=O)(=O)c2ccc(C(C)(C)C)cc2)[C@@H]2C(=O)N(C)C(=O)[C@@H]21
  HCV inh = ?; Tb PYK inh = 1.7%
structure: C[C@H](CO)N1C[C@H](C)[C@@H](CN(C)CC2CCCCC2)Oc2c(NS(=O)(=O)c3cn(C)cn3)cccc2C1=O
  HCV inh = 0.0%; Tb PYK inh = -3.8%
structure: CN(CC(=O)Nc1ccc(F)c(F)c1F)C(=O)c1n[nH]c(=O)c2ccccc12
  HCV inh = -2.7%; Tb PYK inh = 1.3%
structure: COCCn1c(C)cc(C(=O)COC(=O)c2cccnc2SC)c1C
  HCV inh = 8.1%; Tb PYK inh = -4.9%
structure: N#Cc1cccnc1N1CCN(C(=O)c2cccc3c2C(=O)c2ccc(-c4ccc(Cl)c(C(F)(F)F)c4)cc2S3(=O)=O)CC1
  HCV inh = ?; Tb PYK inh = 0.8%
structure: CCN(CC(=O)NCc1cccs1)C(=O)c1ccc(Cl)c(Cl)c1
  HCV inh = 8.8%; Tb PYK inh = 0.8%

structure: O=S(=O)(NCCCc1ccccc1)c1ccc(Br)cc1
  HCV inh = 16.7%; Tb PYK inh = -7.1%
structure: COc1cc(CC(=O)OCC(=O)Nc2ccc(N(C)C)cc2)cc(OC)c1OC
  HCV inh = 10.9%; Tb PYK inh = -25.4%
structure: NS(=O)(=O)c1ccc(CCNC(=O)COC(=O)/C=C/c2cc(Br)ccc2F)cc1
  HCV inh = 0.1%; Tb PYK inh = -18.4%
structure: O=c1c2ccccc2ncn1-c1cccc([N+](=O)[O-])c1
  HCV inh = -0.1%; Tb PYK inh = -4.9%
structure: CCC(=O)OC1(C)C(=O)C=C2C=C(CCCC(=O)OC)OC=C2C1=O (stereo unspecified)
  HCV inh = 36.9%[activator]; Tb PYK inh = -10.2%
structure: COC(=O)c1ccc(-n2c(C)cc(C(=O)COC(=O)C3=COCCO3)c2C)cc1
  HCV inh = 9.3%; Tb PYK inh = -4.0%
structure: Cc1ccc(NC(=O)N(C2=NCC(C)S2)c2ccccc2)cc1 (stereo unspecified)
  HCV inh = 6.8%; Tb PYK inh = 7.8%
structure: CC(C)NC(=O)N(C)C[C@H]1Oc2ccc(NC(=O)C3CC3)cc2C(=O)N([C@H](C)CO)C[C@@H]1C
  HCV inh = 16.8%; Tb PYK inh = 1.4%
structure: CCOc1ccc2c(c1)C(=NNC(=O)c1ccccn1)c1cc(OCC)ccc1-2
  HCV inh = -21.2%; Tb PYK inh = -0.3%
structure: O=C(O)C12C3CCC(O3)C1(C(=O)O)C1CCC2O1 (stereo unspecified)
  HCV inh = 11.9%; Tb PYK inh = 1.6%
structure: COc1ccccc1NCC(=O)NC(=O)NC1CCCCC1
  HCV inh = 12.1%; Tb PYK inh = 3.3%
structure: CCC(C)c1ccccc1N1CC(C(=O)N2CCN(c3ccccc3)CC2)CC1=O (stereo unspecified)
  HCV inh = -7.7%; Tb PYK inh = 1.7%
structure: Nc1c(Cl)cc(-c2csc(N3CCCC3c3nc4cc(Cl)c(N5CCCCC5)cc4n3CCOCCO)n2)cc1Cl (stereo unspecified)
  HCV inh = ?; Tb PYK inh = -5.6%
structure: O=C(COC(=O)CCc1ccc(S(=O)(=O)N2CCOCC2)cc1)Nc1ccccc1[N+](=O)[O-]
  HCV inh = 32.9%[activator]; Tb PYK inh = -16.2%
structure: CCOc1ncccc1C(=O)Nc1ccccc1N1CCOCC1
  HCV inh = -27.3%; Tb PYK inh = 0.8%

Looked up by compound from the list above, 4 records:
structure: CC[C@@]1(C(=O)OC)N[C@H](CN(C)S(=O)(=O)c2ccc(C(C)(C)C)cc2)[C@@H]2C(=O)N(C)C(=O)[C@@H]21
  HCV inh = ?; Tb PYK inh = 1.7%
structure: Cc1ccc(NC(=O)N(C2=NCC(C)S2)c2ccccc2)cc1 (stereo unspecified)
  HCV inh = 6.8%; Tb PYK inh = 7.8%
structure: CCN(CC(=O)NCc1cccs1)C(=O)c1ccc(Cl)c(Cl)c1
  HCV inh = 8.8%; Tb PYK inh = 0.8%
structure: O=C(COC(=O)CCc1ccc(S(=O)(=O)N2CCOCC2)cc1)Nc1ccccc1[N+](=O)[O-]
  HCV inh = 32.9%[activator]; Tb PYK inh = -16.2%

Filtered by structure: those above with bromine
structure: O=S(=O)(NCCCc1ccccc1)c1ccc(Br)cc1
  HCV inh = 16.7%; Tb PYK inh = -7.1%
structure: NS(=O)(=O)c1ccc(CCNC(=O)COC(=O)/C=C/c2cc(Br)ccc2F)cc1
  HCV inh = 0.1%; Tb PYK inh = -18.4%

Next section:
structure: O=C(c1ccccc1)N(C(=O)c1ccccc1)N1CCCC1
  HCV inh = 8.7%; Tb PYK inh = -0.9%
structure: Cc1ccccc1NC(=O)N(O)C1(C#N)CCCCC1
  HCV inh = 6.4%; Tb PYK inh = -0.3%
structure: O=C(CN(C(=O)c1ccccc1)C(=O)c1ccccc1)OCc1ccccc1
  HCV inh = ?; Tb PYK inh = -3.4%
structure: CC(=O)N(C)c1cc([N+](=O)[O-])ccc1OCc1ccccc1
  HCV inh = 6.3%; Tb PYK inh = -8.2%
structure: Cc1ccc(C)c(NC(=O)CN2C(=O)c3ccccc3C2=O)c1
  HCV inh = 15.4%; Tb PYK inh = -3.6%
structure: O=C(Nc1c(Br)cc2c(c1Br)Cc1ccccc1-2)C(F)(F)F
  HCV inh = ?; Tb PYK inh = -3.6%
structure: CC1CN(c2nc3ccccc3nc2SCC(=O)Nc2cccc(C(F)(F)F)c2)CC(C)O1 (stereo unspecified)
  HCV inh = ?; Tb PYK inh = -4.6%
structure: O=C(c1ccc(F)cc1)c1cccc(C(=O)c2ccc(F)cc2)n1
  HCV inh = 13.5%; Tb PYK inh = 9.3%
structure: CCN(CC(=O)NCc1cccs1)C(=O)c1cccc(S(=O)(=O)N2CC(C)OC(C)C2)c1 (stereo unspecified)
  HCV inh = 13.4%; Tb PYK inh = -2.8%
structure: O=C1N[C@H]2CC=C[C@H]2Nc2ccccc21
  HCV inh = 19.4%; Tb PYK inh = 6.1%
structure: Cc1noc(C)c1NC(=O)Nc1cccc2c1O[C@H](CN(C)S(C)(=O)=O)[C@@H](C)CN([C@H](C)CO)C2=O
  HCV inh = 6.5%; Tb PYK inh = -2.7%
structure: C[C@H](CO)N1C[C@H](C)[C@@H](CN(C)C(=O)Nc2ccc(F)cc2)Oc2ccc(NS(C)(=O)=O)cc2C1=O
  HCV inh = 7.2%; Tb PYK inh = -2.8%
structure: CC(C)(C)OC(=O)[C@H](Cc1ccccc1)NC(=O)c1nc[nH]c1C(=O)N[C@@H](CCCCN)C(=O)OC(C)(C)C
  HCV inh = -11.1%; Tb PYK inh = -7.7%
structure: CC(C)C[C@H]1CNC(=O)C(=O)N1CC1CCN(CCc2ccc(-c3ccccc3)cc2)CC1
  HCV inh = -19.4%; Tb PYK inh = -0.9%
structure: O=C1Nc2c(Br)cccc2C1=O
  HCV inh = -1.7%; Tb PYK inh = 4.9%

Ordered by SMILES length (largest number first): part of the list above.
structure: Cc1noc(C)c1NC(=O)Nc1cccc2c1O[C@H](CN(C)S(C)(=O)=O)[C@@H](C)CN([C@H](C)CO)C2=O
  HCV inh = 6.5%; Tb PYK inh = -2.7%
structure: CC(C)C[C@H]1CNC(=O)C(=O)N1CC1CCN(CCc2ccc(-c3ccccc3)cc2)CC1
  HCV inh = -19.4%; Tb PYK inh = -0.9%
structure: O=C(CN(C(=O)c1ccccc1)C(=O)c1ccccc1)OCc1ccccc1
  HCV inh = ?; Tb PYK inh = -3.4%
structure: O=C(c1ccc(F)cc1)c1cccc(C(=O)c2ccc(F)cc2)n1
  HCV inh = 13.5%; Tb PYK inh = 9.3%
structure: Cc1ccc(C)c(NC(=O)CN2C(=O)c3ccccc3C2=O)c1
  HCV inh = 15.4%; Tb PYK inh = -3.6%
structure: O=C1N[C@H]2CC=C[C@H]2Nc2ccccc21
  HCV inh = 19.4%; Tb PYK inh = 6.1%

Continued:
structure: COc1ccc(S(=O)(=O)N2CCN(Cc3cccs3)CC2)cc1OC
  HCV inh = 5.4%; Tb PYK inh = -11.1%
structure: CCN(c1ccc2c(c1)OCO2)S(=O)(=O)c1cc2c(cc1Br)CCN2C(=O)C1CC1
  HCV inh = ?; Tb PYK inh = -8.4%
structure: CCSc1nnc(NC(=O)C2CSC3(C)CCC(=O)N23)s1 (stereo unspecified)
  HCV inh = 25.3%; Tb PYK inh = 1.7%
structure: C[C@H]1CN([C@@H](C)CO)C(=O)c2cccc(NC(=O)C3CC3)c2O[C@H]1CN(C)Cc1ccc(C(F)(F)F)cc1
  HCV inh = 3.1%; Tb PYK inh = -0.2%
structure: COc1ccc(C2=NOC(Cn3nc(-c4ccccc4)cc3C(=O)NCc3ccc(C)cc3)C2)cc1 (stereo unspecified)
  HCV inh = 12.3%; Tb PYK inh = 3.0%
structure: O=C1CN=C(c2ccccc2Cl)c2cc(Br)ccc2N1
  HCV inh = 5.6%; Tb PYK inh = -3.9%
structure: CCc1cccc(NC(=O)CC2SC(N3CCCC3)=NC2=O)c1 (stereo unspecified)
  HCV inh = -4.5%; Tb PYK inh = -1.9%
structure: COc1ccc(C(=O)Nc2ccc(S(=O)(=O)N(C)c3ccccc3)cc2)cc1
  HCV inh = 12.6µM*; Tb PYK inh = 1.7%
structure: C#CCSc1nnc(C)c(C)n1
  HCV inh = 13.0%; Tb PYK inh = 0.3%
structure: CC(=O)N1CCCC1C(=O)O (stereo unspecified)
  HCV inh = -26.7%; Tb PYK inh = 3.0%
structure: Cc1ccc(C(=O)NCC(=O)NCC(c2cccs2)N(C)C)cc1C (stereo unspecified)
  HCV inh = 29.4%; Tb PYK inh = -6.7%
structure: CCN(C[C@H]1N[C@@](Cc2ccccc2)(C(=O)OC)[C@H]2C(=O)N(C)C(=O)[C@@H]12)C(=O)Nc1ccc(C(F)(F)F)cc1
  HCV inh = 13.2%; Tb PYK inh = -7.8%
structure: CCCCN1C=C(C(=O)OCC)C(=O)CC1
  HCV inh = 41.4%[activator]; Tb PYK inh = -1.1%
structure: Cc1ccc(NC(=O)C2CCN(S(=O)(=O)c3ccc(C(C)(C)C)cc3)CC2)cc1S(=O)(=O)N1CCOCC1
  HCV inh = ?; Tb PYK inh = 27.8%
structure: O=C(Nc1ccn(CCCNCc2ccc3c(c2)OCO3)c(=O)n1)OCc1ccccc1
  HCV inh = 10µM*; Tb PYK inh = -3.7%

Screening results (PubChem BioAssay)

A portion of the library; count on the stated rates, not on these rows.
